Screening results: PubChem, several laboratories
TLR9-MyD88 block = inhibitors of human TLR9-MyD88 binding; Q9NR96+Q99836; CHO BLA complementation TLR9-MyD88, CCF4 FRET ratio; inhibition, % at 4.98 µM; 340,000 tested, 0.21% active; AID 504734;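 active means inhibition above the mean over all tested compounds plus 3 SD, cut at about 21% in these data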;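 further: 0% = DMSO only wells and 100% = clavulanate BLA inhibitor control wells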
N-glyco inh = N-linked glycosylation inhibition; D54 ERlucT glycosylation luciferase reporter, 24 h; percent of 100 nM tunicamycin response; 360,000 tested, 0.23% active; reporter increase, % at 12.5 µM;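 active means mean luciferase reporter signal, scaled so untreated is 0 and the glycosylation-blocking control 100, at or above a set limit in every replicate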;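 further: luciferase carries N-glycosylation sites so blocking glycosylation raises the light; 0% = median of neutral control wells and 100% = median of 100 nM tunicamycin wells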
ABCB6 inh 2 = inhibitors of human ABC transporter ABCB6 | AID 602162 | K562-ABCB6 porphyrin accumulation, flow cytometry, 1 h; stronger effect = lower value | 360,000 tested, 0.19% active | fluorescence ratio to DMSO, % at 10 µM | Q9NP58;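 active means fluorescence ratio to DMSO below 75%, the collection mean minus 3 SD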;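 further: signal is porphyrin accumulated inside mitochondria; 100% equals median channel fluorescence of DMSO control wells; lower ratio means ABCB6 inhibition with less porphyrin fluorescence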
m5-HT2A agonist = activates the mouse 5-HT2A serotonin receptor | CHO-K1 mHTR2A beta-arrestin complementation, luminescence; percent of 30 µM serotonin response | activation, % at 7.6 µM | 360,000 tested, 0.66% active;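 active means activation above a run cutoff, the mean activation of all tested compounds plus 3 SD, cut at about 14% in these data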;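 further: 0% = plate median of compound wells and 100% = 30 µM serotonin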
NOD2-RIPK2 inh = inhibitors of human NOD2-RIPK2 interaction | AID 624267 | CHO BLA complementation NOD2-RIPK2, CCF4 ratio | inhibition, % at 4.98 µM | 360,000 tested, 0.38% active; in the data active means inhibition above about 21%;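 further: 0% = vehicle only and 100% = reference blocker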
Target sequence (O43353 whole entry, looked up): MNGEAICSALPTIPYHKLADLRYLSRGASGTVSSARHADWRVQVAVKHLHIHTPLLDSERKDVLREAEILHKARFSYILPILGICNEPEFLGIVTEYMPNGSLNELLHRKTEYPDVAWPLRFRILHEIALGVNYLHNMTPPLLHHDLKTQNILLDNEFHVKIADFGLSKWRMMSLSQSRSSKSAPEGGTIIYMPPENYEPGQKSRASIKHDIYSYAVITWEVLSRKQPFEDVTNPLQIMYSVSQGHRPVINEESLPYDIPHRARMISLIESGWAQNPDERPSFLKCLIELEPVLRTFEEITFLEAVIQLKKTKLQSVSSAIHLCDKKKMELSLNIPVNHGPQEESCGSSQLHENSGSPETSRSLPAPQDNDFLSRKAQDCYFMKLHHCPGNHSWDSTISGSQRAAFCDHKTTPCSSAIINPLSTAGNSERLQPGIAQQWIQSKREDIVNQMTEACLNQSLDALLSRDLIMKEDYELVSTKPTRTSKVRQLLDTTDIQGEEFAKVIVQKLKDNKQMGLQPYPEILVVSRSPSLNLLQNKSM
ABHD5-PLIN5 inh = blocks binding of human ABHD5 to perilipin-5 | Q00G26+Q8WTS1 | Split G. princeps luciferase complementation, luminescence, 4 h | inhibition, % at 4 µM | 360,000 tested, 0.78% active;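 active means inhibition above the mean inhibition across every tested compound plus 3 SD, cut at about 22% in these data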;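 further: 0% = DMSO only wells and the 100% control is not disclosed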
Cardio protect = protects H9c2 cardiomyocytes from peroxide injury | H2O2 injury protection, ATPLite, 2 h | protection from H2O2 cell death, % at 20 µM | 360,000 tested, 0.63% active | AID 588492;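 active means compounds giving at least 50% protection of heart cells from peroxide-induced death in the single-dose screen, raw or plate-pattern-corrected value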;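 further: 0% = DMSO wells with peroxide and 100% = DMSO wells without peroxide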
SRC2 inh = human SRC2 (NCOA2) inhibition; Q15596; HEK293 GAL4-SRC2 luciferase reporter, luminescence; inhibition, % at 9 µM; 370,000 tested, 0.17% active; AID 651957;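 active means inhibition above the mean inhibition of all tested compounds plus 3 SD, set per campaign, cut at about 52% in these data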;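 further: 0% = DMSO treated cells and 100% = cells given Gossypol at 36 µM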
MC4R antag cAMP = human MC4R antagonism in cAMP assay. P32245. MC4R-expressing cells, MTII-stimulated cAMP, LANCE TR-FRET. inhibition, % at 6.5 µM. 360,000 tested, 0.48% active. AID 540295;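 active means inhibition above its plate's cutoff, the mean of tested wells on that plate plus 3 SD, cut at about 29% in these data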;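 further: 0% = Melanotan II alone and 100% = Melanotan II plus saturating MCL0020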
Target sequence (P32245 whole entry, looked up): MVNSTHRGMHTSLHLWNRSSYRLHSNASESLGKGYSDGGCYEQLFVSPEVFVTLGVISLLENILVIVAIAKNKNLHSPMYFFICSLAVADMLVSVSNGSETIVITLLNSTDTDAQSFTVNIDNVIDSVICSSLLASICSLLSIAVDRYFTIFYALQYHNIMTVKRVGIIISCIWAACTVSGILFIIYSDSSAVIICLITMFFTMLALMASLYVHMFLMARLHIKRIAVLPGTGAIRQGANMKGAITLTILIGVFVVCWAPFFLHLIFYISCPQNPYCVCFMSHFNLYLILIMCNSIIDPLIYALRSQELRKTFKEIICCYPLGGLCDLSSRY
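system = U2OS cells with stable human MC4R expression | also added = Melanotan II challenge after compound preincubation | dosing = one concentration, 6.5 µM nominal | incubation = compound 30 min, challenge 1 h, detection 1 h | measured by = TR-FRET with Eu-cAMP and labeled anti-cAMP, 671 nm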
MC4R ag barr = activates human MC4R beta-arrestin recruitment; P32245; 360,000 tested, 0.98% active; AID 540308; activation, % at 8.9 µM; U2OS MC4R beta-arrestin complementation, luminescence; percent of melanotan II response, DMSO zero;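 active means activation above a per-plate cutoff, the mean activation of sample wells on that plate plus 3 SD, cut at about 8% in these data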
* marks the source's active call; other numbers are inactive results; . = not tested or not shown. The list is partial; the hit share may differ from the screen's.

Under each structure – TLR9-MyD88 block	N-glyco inh	ABCB6 inh 2	m5-HT2A agonist	NOD2-RIPK2 inh	ABHD5-PLIN5 inh	Cardio protect	SRC2 inh	MC4R antag cAMP	MC4R ag barr
- Cc1ccc(NC(=O)COC(=O)C2CCC2)cc1S(=O)(=O)N1CCCCC1
    5	3	101	1	0	-6	-1	-11	-4	-1.3
- O=S(=O)(c1ccc(S(=O)(=O)N2CCCC3(CCCCC3)C2)cc1)N1CCCCC1
    3	-4	101	3	-10	-2	-4	-13	0	0.6
- Cc1ccc(C(=O)N/C(=C\c2ccccc2F)c2nc(=S)[nH][nH]2)cc1
    8	2	100	0	-3	-6	-4	-8	6	-5.7
- COc1cc(OC)cc(C(C)=O)c1
    6	0	95	2	8	-5	8	-8	7	0.5
- COC(=O)c1ccc(CN2CCCC(CO)(Cc3ccccc3F)C2)cc1 (stereo not given)
    -12	0	95	5	-4	-4	5	12	-4	0.5
- CCOC(=O)c1cc(-c2ccccc2)n(CCC(=O)N2CCN(c3ccccc3OC)CC2)c1C
    0	-6	100	1	-5	8	35	18	7	-0.2
- O=C(Nc1ccc2c(c1)OCO2)C1CC(=O)N(c2ccc(F)cc2)C1 (stereo not given)
    3	1	93	-3	-2	1	1	-3	2	-0.9
- CCOc1cc(C2NC(=O)CCC2[N+](=O)[O-])cc(Br)c1OC (stereo not given)
    2	2	99	-2	-13	0	5	22	17	-1.9
- CC(=O)c1ccc(NC(=O)Cn2cnc(S(=O)(=O)N3CCC(C)CC3)c2)cc1
    3	4	99	5	-5	-3	-2	-13	2	-0.7
- CC(=O)Nc1sc(N/N=C/c2ccccc2)nc1-c1ccc(C)cc1
    -2	-1	96	-5	-5	-12	1	-45	4	-1.0
- CCOc1ccc(C2CC(c3cccc(Cl)c3)n3nc(N)nc3N2)cc1 (stereo not given)
    5	-5	100	-3	-7	-3	-27	-15	-2	4.2
- COc1ccc(-c2csc3nc(C(C)C)oc(=O)c23)cc1OC
    -2	0	99	1	-15	3	3	13	3	-1.6
- CC(=O)N/C(=N/c1nc(C)cc(C)n1)Nc1ccc(C)cc1C
    -4	2	96	4	-16	7	-7	-46	7	-1.3
- C[C@]12CS(=O)(=O)C[C@H]1SC(=S)N2c1ccccc1
    -3	4	96	-4	6	4	5	-6	-1	-1.0
- COc1ccc(CC(=O)Nc2ccc(S(=O)(=O)Nc3onc(C)c3C)cc2)cc1OC
    5	1	94	5	-5	0	3	-21	8	-0.9
- CCOC(=O)C1=C(C)NC(=O)CC1c1cc2c(cc1[N+](=O)[O-])OCO2 (stereo not given)
    -3	3	100	0	-7	1	-7	-7	-2	0.8
- CC1(C)NC(=O)N(CC(=O)N2CCN(c3ccc([N+](=O)[O-])cc3)CC2)C1=O
    -6	4	95	2	-6	-4	1	-11	3	-1.1
- Cc1nc2ccc(NC(=O)CCC3CCCC3)cc2s1
    0	-2	93	0	1	-2	-4	-53	11	-0.6
- CCN1CCN(Cc2ccc(OCc3ccccc3)cc2)CC1
    1	-14	101	-4	-13	0	4	-42	6	0.6
- COc1ccc(OC)c(/C=N/NC(=O)CNC(=O)c2cccc3ccccc23)c1
    -1	2	91	-3	-8	1	6	-12	-21	-4.0
- O=C(COC(=O)CC1CCCC1)Nc1ccc(OC(F)F)cc1
    -6	-1	99	-2	-2	-5	-3	30	-2	-2.9
- Cc1ccccc1NC(=O)CCN1CCN(C/C=C/c2ccccc2)CC1
    -14	1	94	-1	8	4	5	-23	11	1.1
- CNS(=O)(=O)c1ccc2c(c1)NC(=O)C1CCCN21 (stereo not given)
    2	2	96	1	-16	-14	13	-20	0	0.9
- CC(C)c1cccc(C2=CC(=O)C[C@H](c3ccc4c(c3)OCO4)C2)c1
    0	-3	100	-7	-7	-6	-6	-11	-10	-0.5
- O=C(Nc1nnc([C@@H]2C[C@H](O)[C@@H](CO)O2)s1)c1cccs1
    .	3	98	0	-8	11	0	-18	15	-0.1
- COc1ccccc1C(=O)NC1CCN(C(=S)NCCc2ccccc2)CC1
    15	1	97	-1	-8	-1	-8	7	4	-0.1
- O=C(Nc1ccccc1)N1CCCN(Cc2ccccc2F)C1
    5	-1	98	-2	-3	2	-2	-23	4	1.2
- S=C(Nc1ccc2nccnc2c1)N1CCOCC1
    -30	1	104	1	-5	7	-2	-22	-8	-2.6
- Cc1[nH]c2ccccc2c1C(=O)CN1CCN(c2ccc(Cl)cc2)CC1
    6	3	102	-8	1	-1	-1	-4	-11	-0.2
- COc1ccc2c(c1)c(C(=O)CN1CCCCC1)c(C)n2C
    8	1	97	4	-12	1	0	-18	3	1.1
- CC(=O)O[C@H]1CC[C@H]2[C@@H]3CCc4cc(O)ccc4[C@H]3CC[C@]12C
    0	-1	98	-4	0	0	-6	.	5	2.9
- O=C(C[C@H]1CC[C@@H](NC(=O)Cc2cccnc2)[C@@H](CO)O1)NCc1ccc2c(c1)OCO2
    .	.	.	-2	-2	4	.	21	.	.
- CN1CCN(/N=C/c2ccc(N(c3ccccc3)c3ccccc3)cc2)CC1
    3	-16	98	-4	7	6	-40	35	15	3.4
- O=C(COC(=O)c1ccc(O)cc1O)NC1CCS(=O)(=O)C1 (stereo not given)
    -4	-1	100	2	-4	-1	0	-43	-5	-0.6
- COc1ccc(C(CNC(=O)c2cccc(S(=O)(=O)Nc3ccccc3OC)c2)N2CCOCC2)cc1 (stereo not given)
    9	0	97	-2	-32	10	3	-19	7	-1.9
- COc1ccc(CC(=O)Nc2ccc(S(=O)(=O)N3CCCC3)cc2)cc1OC
    17	1	100	2	-4	-1	0	12	7	0.1
- O=C(Nc1cccn2nc(COCCO)nc12)C(c1ccccc1)c1ccccc1
    .	-2	99	13	-10	0	23	-16	19	-0.2
- O=C(CC1C(=O)NCCN1C(=O)Nc1ccccc1)Nc1ccc2c(c1)OCCO2 (stereo not given)
    3	2	95	5	-8	3	13	-7	-8	1.4
- S=C(NCc1ccc2c(c1)OCO2)NCc1ccc2c(c1)OCO2
    -6	2	93	2	3	2	-1	-27	13	1.7
- COc1ccc(CCN(C)C(=O)CSc2nccn2C)cc1OC
    -10	-2	93	1	0	2	-5	3	4	-1.4

Copied from the listing (five entries):
Under each structure – TLR9-MyD88 block	N-glyco inh	ABCB6 inh 2	m5-HT2A agonist	NOD2-RIPK2 inh	ABHD5-PLIN5 inh	Cardio protect	SRC2 inh	MC4R antag cAMP	MC4R ag barr
- CNS(=O)(=O)c1ccc2c(c1)NC(=O)C1CCCN21 (stereo not given)
    2	2	96	1	-16	-14	13	-20	0	0.9
- CC(C)c1cccc(C2=CC(=O)C[C@H](c3ccc4c(c3)OCO4)C2)c1
    0	-3	100	-7	-7	-6	-6	-11	-10	-0.5
- O=C(Nc1nnc([C@@H]2C[C@H](O)[C@@H](CO)O2)s1)c1cccs1
    .	3	98	0	-8	11	0	-18	15	-0.1
- COc1ccccc1C(=O)NC1CCN(C(=S)NCCc2ccccc2)CC1
    15	1	97	-1	-8	-1	-8	7	4	-0.1
- O=C(Nc1ccccc1)N1CCCN(Cc2ccccc2F)C1
    5	-1	98	-2	-3	2	-2	-23	4	1.2

(listing goes on)
smiles,TLR9-MyD88 block,N-glyco inh,ABCB6 inh 2,m5-HT2A agonist,NOD2-RIPK2 inh,ABHD5-PLIN5 inh,Cardio protect,SRC2 inh,MC4R antag cAMP,MC4R ag barr
Cn1c(=O)oc2cc(S(=O)(=O)N3CCC(C(=O)NCCc4ccccc4)CC3)ccc21,-5,-2,99,-2,-11,-7,21,-1,-4,0.5
CC(C)OP(=O)(OC(C)C)C1(O)C(=O)Nc2ccc(Br)cc21 (stereo not given),2,1,102,-5,-3,-10,-1,8,0,2.8
Cc1cccc([C@@H]2[C@@H]3C(=O)N(Cc4ccccc4)C(=O)[C@@H]3[C@]3(CC(C)C)C(=O)N(c4cccc(Br)c4)C(=O)N23)c1,-5,7,99,-2,5,-4,1,.,-4,2.2
CCC1(C)CC(C#N)(C#N)C(=O)NC1=O (stereo not given),.,1,95,-2,-4,-1,5,19,.,.
Cc1csc(NC(=O)c2c(O)c3c(n(CC(C)C)c2=O)CCCC3)n1,-5,-1,104,2,-4,1,19,.,-1,0.0
COc1cc(OC)cc(C(=O)NCc2n[nH]c(=S)n2-c2ccccc2)c1,-10,3,89,2,8,-6,-2,-19,-4,-3.0
COc1ccc([N+](=O)[O-])cc1N(CC(=O)N1CCCC1)S(C)(=O)=O,-8,2,98,4,-14,3,2,7,4,2.5
COCCn1c(SCC(=O)Nc2c(C)n(C)n(-c3ccccc3)c2=O)nc2ccccc2c1=O,-5,1,102,1,-8,-6,4,24,1,0.1
Oc1ccc(/C=N/n2c(C3CCCCC3)n[nH]c2=S)c(O)c1,8,4,101,1,6,8,11,6,3,-0.9
